CHRM1 antagonist: human M1 muscarinic receptor antagonists, primary screen, CHO-K1 cells, Fluo-8 calcium fluorescence, 1536-well. CHO-K1 hM1, ACh EC80 antagonist. AID 588852, 2011. 360,000 tested, 1.3% active. Muscarinic acetylcholine receptor M1 (Homo sapiens), P11229. inhibition, % at 3 µM;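 active = percent inhibition above its own plate's cutoff, namely the mean of that plate's compound wells plus 3 SD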;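 also: peak over basal fluorescence ratio during 140 s after agonist addition; 0% = ACh EC80 plus DMSO and 100% = DMSO alone without agonist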
M4 ag: human M4 muscarinic receptor agonists, primary screen, CHO-K1 cells, Fluo-8 calcium fluorescence. 360,000 tested, 0.14% active. activation, % at 3 µM. CHO-K1 hM4/Gqi5; vehicle 0%, full acetylcholine response 100%. Muscarinic acetylcholine receptor M4 (Homo sapiens), P08173;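 active = activation above the run mean over all test wells plus 3 SD, cut at about 32% in these data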;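 also: peak over basal fluorescence ratio per well then scaled between controls; 0% = DMSO wells and 100% = acetylcholine at EC100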
Target sequence (P08173 whole entry, looked up): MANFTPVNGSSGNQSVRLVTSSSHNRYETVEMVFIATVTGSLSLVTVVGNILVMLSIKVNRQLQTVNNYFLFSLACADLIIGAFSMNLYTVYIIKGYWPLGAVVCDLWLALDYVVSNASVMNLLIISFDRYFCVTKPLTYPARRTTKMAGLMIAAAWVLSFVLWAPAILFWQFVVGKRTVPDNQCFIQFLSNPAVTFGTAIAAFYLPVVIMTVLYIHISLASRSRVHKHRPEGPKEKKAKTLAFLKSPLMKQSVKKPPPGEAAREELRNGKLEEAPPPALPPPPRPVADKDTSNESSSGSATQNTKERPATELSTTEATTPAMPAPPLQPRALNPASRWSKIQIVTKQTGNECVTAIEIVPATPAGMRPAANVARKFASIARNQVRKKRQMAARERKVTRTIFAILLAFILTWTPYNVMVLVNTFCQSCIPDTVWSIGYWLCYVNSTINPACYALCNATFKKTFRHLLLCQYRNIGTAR
CHRM5 PAM: human M5 muscarinic receptor positive allosteric modulators, primary screen, CHO-K1 cells, Fluo-8 calcium fluorescence. Muscarinic acetylcholine receptor M5 (Homo sapiens), P08912. 360,000 tested, 0.3% active. CHO-K1 hM5, ACh EC20 PAM; 0% = ACh EC20, 100% = ACh EC100. activation, % at 3 µM;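 active = activation above the run cutoff, the mean activation of all test compounds plus 3 SD, cut at about 18% in these data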
Target sequence (P08912 whole entry, looked up): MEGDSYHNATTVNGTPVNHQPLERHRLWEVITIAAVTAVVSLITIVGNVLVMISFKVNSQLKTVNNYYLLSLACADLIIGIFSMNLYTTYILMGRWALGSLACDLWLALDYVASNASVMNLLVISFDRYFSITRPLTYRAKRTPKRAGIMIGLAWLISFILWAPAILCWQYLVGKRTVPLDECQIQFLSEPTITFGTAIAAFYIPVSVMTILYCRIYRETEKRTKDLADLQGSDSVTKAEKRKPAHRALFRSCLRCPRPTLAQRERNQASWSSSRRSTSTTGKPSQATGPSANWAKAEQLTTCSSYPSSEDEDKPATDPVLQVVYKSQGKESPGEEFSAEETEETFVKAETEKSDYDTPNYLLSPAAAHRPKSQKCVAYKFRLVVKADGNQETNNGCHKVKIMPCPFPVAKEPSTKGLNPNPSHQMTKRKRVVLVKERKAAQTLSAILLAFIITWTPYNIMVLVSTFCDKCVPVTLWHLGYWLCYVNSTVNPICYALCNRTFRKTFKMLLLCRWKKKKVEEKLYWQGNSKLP
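Assay system: CHO-K1 hM5 cells. Also added: acetylcholine at EC20 concentration, added after compound. Dosing: 3 µM, single dose. Times: compound preincubation 140 s before EC20 acetylcholine addition. Signal: Fluo-8 calcium fluorescence. Measure: % activation relative to EC20 and EC100 ACh responses. Repeats: singlicate, one well per test compound.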
CHRM1 agonist: human M1 muscarinic receptor agonists, primary screen, Fluo-8 calcium fluorescence, CHO-K1 cells, HTS | CHO-K1 hM1, agonist mode; 0% DMSO, 100% acetylcholine EC100 | activation, % at 3 µM | 360,000 tested, 0.33% active | Muscarinic acetylcholine receptor M1 (Homo sapiens), P11229;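 active = activation above the run's mean compound activation plus 3 SD, cut at about 16% in these data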;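 also: peak over basal fluorescence ratio within a 140 s kinetic read after compound addition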
CHRM5 antagonist: human M5 muscarinic receptor antagonists, primary screen, CHO cells, Fluo-8 calcium fluorescence; CHO-hM5 cells, ACh EC80; inhibition, % at 3 µM; 360,000 tested, 0.59% active;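 active = inhibition above a per-plate cutoff, the mean of that plate's test compounds plus 3 SD, cut at about 27% in these data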;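 also: 0% = acetylcholine EC80 with DMSO and 100% = DMSO without agonist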
TAAR1 ag: human TAAR1 agonists, primary screen, Fluo-8 calcium fluorescence, CHO RD-HGA16 cells. Trace amine-associated receptor 1 (Homo sapiens), Q96RJ0. vehicle wells 0%, saturating PEA agonist 100%. activation, % at 3 µM. 360,000 tested, 0.99% active. AID 624467, 2012;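 active = activation above the mean activation of all test compounds in the run plus 3 SD, cut at about 38% in these data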
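Signal – calcium-sensitive Fluo-8 signal, excitation 470-495, emission 515-575 nm · System – RD-HGA16 (CHO) cells co-expressing Gα16 and hTAAR1 · Incubation – 17-24 h seeding, 75 min 37 °C dye, 30 min RT · Compound dosing – 3 µM single concentration · Repeats – no replicates (n 1)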
CHRM4 antagonist: human M4 muscarinic receptor antagonists, primary screen, CHO cells, Fluo-8 calcium fluorescence; Muscarinic acetylcholine receptor M4 (Homo sapiens), P08173; CHO-hM4 cells, ACh EC80; inhibition, % at 3 µM; 360,000 tested, 0.73% active;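 active = inhibition above its plate's cutoff, the mean inhibition of sample wells plus 3 SD, cut at about 27% in these data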;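 also: 0% = acetylcholine EC80 with DMSO and 100% = DMSO without agonist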
M1 PAM: human M1 muscarinic receptor positive allosteric modulators, primary screen, CHO-K1 cells, Fluo-8 calcium fluorescence, 1536-well. Muscarinic acetylcholine receptor M1 (Homo sapiens), P11229. CHO-K1 hM1, ACh EC20; 0% = ACh EC20, 100% = maximal ACh. activation, % at 3 µM. 360,000 tested, 0.088% active; in the data active = activation above about 19%, passing the limit was not always enough
CHRM5 agonist: human M5 muscarinic receptor agonists, primary screen, CHO-K1 cells, Fluo-8 calcium fluorescence; Muscarinic acetylcholine receptor M5 (Homo sapiens), P08912; CHO-K1 hM5 cells; 0% DMSO wells, 100% maximal acetylcholine response; activation, % at 3 µM; 360,000 tested, 0.19% active;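 active = activation above the run's mean over test compounds plus 3 SD, cut at about 23% in these data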;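 also: signal is peak over basal fluorescence ratio across the kinetic read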
* hit, by the source's call; / = not tested or not shown. Only part of the results is shown (hit frequency here may not be typical).

1: Cc1cccc(-n2ccnc2SCC(=O)c2c(N)n(C3CC3)c(=O)[nH]c2=O)c1C
2: CN(C)/N=C/c1cc(Cl)cc([N+](=O)[O-])c1O
3: CC(=O)N1CCN(C(=O)CCNC(=O)c2ccc(Br)cc2)CC1
4: c1ccc(CNCCCNCCCCNCCCNCc2ccccc2)cc1
5: CCCCCn1c(SC(C)C(C)=O)nc2c1c(=O)[nH]c(=O)n2C (stereo unspecified)
6: Cc1cccc(-c2nnc3sc(-c4ccccc4C)nn23)c1
7: O=C(CN1C(=O)/C(=C\c2ccccc2Cl)Sc2ccccc21)NCCCN1CCOCC1
8: O=C(CSc1nnc(-c2ccncc2)o1)NC1C2CC3CC(C2)CC1C3 (stereo unspecified)
9: Oc1cc(Nc2ccncc2)cc2cccnc12
10: CCN(CC)c1ccc2cc(C=O)c(=O)oc2c1
Screen / compound no.	1	2	3	4	5	6	7	8	9	10
CHRM4 antagonist	-8	-6	7	0	-3	-1	5	-7	-5	10
CHRM5 agonist	3	-1	-2	-3	2	-2	-6	-1	-8	29*
CHRM1 agonist	-7	-2	-3	-6	3	2	-2	-9	-6	53*
M1 PAM	7	3	20	2	16	7	9	10	6	-18
CHRM5 PAM	12	1	1	-6	-4	-16	-1	11	11	-19
M4 ag	2	1	0	1	2	6	12	2	2	18
TAAR1 ag	8	3	1	2	0	15	8	2	1	73*
CHRM1 antagonist	-1	-10	8	-9	0	-16	-6	-9	-1	19
CHRM5 antagonist	-5	-3	1	8	10	9	6	-11	5	5

11: Cc1ccc(CS(=O)(=O)c2ncc(Cl)c(C(=O)Nc3ccc(OC(F)F)cc3)n2)cc1
12: CCN(C(=O)CSc1nc2cc(S(=O)(=O)N(CC)CC)ccc2n1CC)C1CCS(=O)(=O)C1 (stereo unspecified)
13: c1ccc(CCNc2ccc3c(c2)Cc2ccccc2-3)nc1
14: O=C(NN1C(=O)C2C3C=CC(O3)C2C1=O)c1cccc(O)c1 (stereo unspecified)
15: CNC(=S)N/N=C1\C(=O)c2cccc3cccc1c23
16: COc1ccc(NC(=O)Nc2ccc(Br)cn2)cc1OC
17: O=C(CCSc1nnc(-c2ccccc2)o1)N1CCOCC1
18: C=CCSc1nc(Cc2ccc(Cl)cc2)nc2ccccc12
19: Cc1cccc(C(C)C)c1NC(=O)CSc1nncn1C
20: O=C(c1cccs1)N1CCCC(c2ccccc2)C1 (stereo unspecified)
Screen / compound no.	11	12	13	14	15	16	17	18	19	20
CHRM4 antagonist	56*	-2	2	5	-14	-11	6	-2	-1	-5
CHRM5 agonist	-3	-2	-3	0	-6	1	-1	0	1	-3
CHRM1 agonist	-3	-5	-3	-1	-4	0	-4	-3	-2	-5
M1 PAM	2	1	5	3	11	8	6	6	-8	3
CHRM5 PAM	-3	2	1	-1	0	-5	0	1	1	2
M4 ag	5	0	3	0	2	5	0	0	0	0
TAAR1 ag	-1	-1	0	1	1	26	0	13	6	9
CHRM1 antagonist	16	1	2	-8	-30	-18	-13	-5	15	-20
CHRM5 antagonist	11	3	12	3	3	-3	1	-1	-1	-2

21: O=C(Nc1cccc(Cl)c1Cl)c1ccccc1OCC(=O)N1CCOCC1
22: Cc1ccc(CNC(=O)CCCN2C(=S)NC(C)(C)CC2C)cc1 (stereo unspecified)
23: Cc1ccccc1NC(=O)c1cccc(NC(=O)c2c(C(=O)O)cccc2[N+](=O)[O-])c1
24: O=C(O)CCCn1cc(NC(=O)COc2ccccc2[N+](=O)[O-])cn1
25: COc1ccc(CN2C(=O)CSCC2(C)C(=O)NC(C)C)cc1 (stereo unspecified)
26: O=C(CCNC(=O)c1ccc(Br)cc1)NCc1ccco1
27: CCc1c(C)nc(N2CCN(c3ccc(F)cc3)CC2)[nH]c1=O
28: COC(=O)Cc1[nH]c(=O)[nH]c1C(=O)OC
29: O=C(CCN1CCCCCC1)Nc1cccc(F)c1
30: O=C(CNC(=O)c1ccc(Br)o1)NCc1ccc(F)cc1
Screen / compound no.	21	22	23	24	25	26	27	28	29	30
CHRM4 antagonist	2	-4	5	13	1	-5	-13	2	-3	-2
CHRM5 agonist	2	0	0	-2	2	3	7	-1	-3	0
CHRM1 agonist	-2	-7	0	-7	/	-3	-1	0	-5	-2
M1 PAM	-5	2	4	8	/	8	8	4	4	5
CHRM5 PAM	-12	9	-2	4	1	1	2	1	5	-9
M4 ag	16	1	0	1	1	2	1	1	1	0
TAAR1 ag	10	-2	1	1	1	3	6	2	3	2
CHRM1 antagonist	8	0	-13	-9	/	-7	12	4	2	-9
CHRM5 antagonist	9	7	7	9	2	-17	4	-1	1	4

31: O=C1CSC(c2ccccn2)N1c1ccccc1F (stereo unspecified)
32: CCOC(=O)C1CCN(C(=O)Cn2c(=O)c3cccn3c3cccnc32)CC1
33: COc1cccc(-c2cccc(NC(=O)C3CCN(C4CCC4)CC3)c2)c1
34: CCOc1ccc(C(=O)NC2CCN(S(=O)(=O)c3ccccc3)CC2)cc1
35: Cn1cc(S(=O)(=O)N2CCC(Cc3ccccc3)CC2)c(=O)n(C)c1=O
36: Cc1[nH]c2ccccc2c1SCC(=O)N1CCN(c2ccccc2)CC1
37: O=C(O)[C@H](Cc1ccccc1)NC(=O)N1CCN(c2ccccc2)CC1
38: CCOC(=O)c1sc(Nc2nc(C)cc(OC)n2)nc1C
39: CCCCOc1ccc(C(=O)NCCc2cccs2)cc1
40: CC1CCN(C(=O)COC(=O)c2ccc3c(c2)OCO3)CC1
Screen / compound no.	31	32	33	34	35	36	37	38	39	40
CHRM4 antagonist	-5	-1	-2	-18	4	2	9	-2	2	-6
CHRM5 agonist	-1	-3	-6	-5	3	6	4	1	-7	0
CHRM1 agonist	-4	0	-6	2	0	0	-2	-2	-7	-7
M1 PAM	2	8	3	12	1	-11	9	4	6	4
CHRM5 PAM	-6	-5	9	2	-4	-15	0	3	-2	1
M4 ag	0	3	1	3	3	18	0	1	-1	1
TAAR1 ag	0	3	5	10	4	2	-1	0	/	2
CHRM1 antagonist	0	-9	-4	-14	-1	17	-11	4	-9	-7
CHRM5 antagonist	30*	14	-3	-1	0	6	4	9	8	-3

41: O=C(Cc1ccc(Cl)c(Cl)c1)NNC(=S)NCC1CCCO1 (stereo unspecified)
42: CC1CC(=O)N(CC(=O)NCc2ccccc2)c2ccccc2S1(=O)=O (stereo unspecified)
43: CC(=O)OC(C(=O)N1CCOCC1)c1c(F)cccc1F (stereo unspecified)
44: CCO[C@@H]1OC(C(=O)NCc2nc3ccccc3[nH]2)=C[C@H](c2ccccc2)[C@H]1CCCO
45: COc1ccc(C(=O)n2ncc(C#N)c2N)cc1
46: CC/C(=N\NC(=O)c1ccncc1)C12CC3CC(CC(C3)C1)C2
47: O=C(Nc1ccc2nc(-c3cccs3)[nH]c2c1)c1cccs1
48: O=C(COC(=O)c1ccc2ccccc2n1)NCc1ccccc1
49: O=C(CSc1nnc(CNC(=O)c2ccccc2)o1)NCc1ccccc1Cl
50: CC(C)c1ccccc1NC(=O)COC(=O)CCN1C(=O)/C(=C\C=C\c2ccccc2)SC1=S
Screen / compound no.	41	42	43	44	45	46	47	48	49	50
CHRM4 antagonist	6	-5	-8	-8	-3	-5	-1	1	4	6
CHRM5 agonist	-3	0	3	0	-3	-2	0	0	0	-2
CHRM1 agonist	-2	0	-3	-3	-1	-1	-1	-3	-2	-7
M1 PAM	10	0	1	-4	4	4	1	11	6	10
CHRM5 PAM	-1	7	6	-16	-3	-2	-10	5	-4	3
M4 ag	0	1	3	6	2	0	8	0	3	1
TAAR1 ag	3	2	3	12	0	13	17	2	2	1
CHRM1 antagonist	-8	5	-2	5	-4	-9	-21	-6	-2	-7
CHRM5 antagonist	14	-10	-11	10	11	-1	-5	1	6	1

51: CCOc1ccc2[nH]c(=O)c(CN(CCCO)C(C)=O)cc2c1
52: O=C(COC(=O)c1ccc(Br)o1)NC12CC3CC(CC(C3)C1)C2
53: COC(=O)c1ccccc1NC(=O)CSc1nc2c(c(=O)[nH]1)CCC2
54: CCC(C)N(C(=O)CSc1nnc(NC(C)C)s1)C1CCS(=O)(=O)C1 (stereo unspecified)
Screen / compound no.	51	52	53	54
CHRM4 antagonist	2	-4	2	-5
CHRM5 agonist	2	2	-2	4
CHRM1 agonist	-3	-7	-1	1
M1 PAM	11	8	3	11
CHRM5 PAM	6	-3	-6	1
M4 ag	1	-2	0	0
TAAR1 ag	4	2	1	4
CHRM1 antagonist	-6	-3	1	-17
CHRM5 antagonist	-8	10	4	-1

Among those listed so far, 7 contain a Cl atom.
2: CN(C)/N=C/c1cc(Cl)cc([N+](=O)[O-])c1O
7: O=C(CN1C(=O)/C(=C\c2ccccc2Cl)Sc2ccccc21)NCCCN1CCOCC1
11: Cc1ccc(CS(=O)(=O)c2ncc(Cl)c(C(=O)Nc3ccc(OC(F)F)cc3)n2)cc1
18: C=CCSc1nc(Cc2ccc(Cl)cc2)nc2ccccc12
21: O=C(Nc1cccc(Cl)c1Cl)c1ccccc1OCC(=O)N1CCOCC1
41: O=C(Cc1ccc(Cl)c(Cl)c1)NNC(=S)NCC1CCCO1 (stereo unspecified)
49: O=C(CSc1nnc(CNC(=O)c2ccccc2)o1)NCc1ccccc1Cl
Screen / compound no.	2	7	11	18	21	41	49
CHRM4 antagonist	-6	5	56*	-2	2	6	4
CHRM5 agonist	-1	-6	-3	0	2	-3	0
CHRM1 agonist	-2	-2	-3	-3	-2	-2	-2
M1 PAM	3	9	2	6	-5	10	6
CHRM5 PAM	1	-1	-3	1	-12	-1	-4
M4 ag	1	12	5	0	16	0	3
TAAR1 ag	3	8	-1	13	10	3	2
CHRM1 antagonist	-10	-6	16	-5	8	-8	-2
CHRM5 antagonist	-3	6	11	-1	9	14	6
